Screening data (PubChem BioAssay)
PRMT1 FP inh = PRMT1 methyltransferase inhibitors, primary screen, biochemical, fluorescence polarization; Protein arginine N-methyltransferase 1 (Homo sapiens), Q99873; recombinant PRMT1, activity-based probe fluorescence polarization; inhibition, % at 2.79 µM; 370,000 compounds, 1.3% hits; AID 652257, 2013;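 active means inhibition above about 21% made by adding two undisclosed values, limit read from the data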
rCAG binder = binders of r(CAG) RNA repeats, primary screen, biochemical, fluorescence; r(CAG) RNA repeat, TO-PRO-1 dye displacement fluorescence; inhibition, % at 3 µM; 370,000 compounds, 1.3% hits; AID 651821, 2012;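 active means inhibition above the plate cutoff, the mean of all test compounds on that plate plus 3 SD, cut at about 35% in these data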;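 further: 0% = DMSO alone and 100% = 100 µM mitoxantrone as full dye displacement; higher means more dye released from RNA so lower well fluorescence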
ABHD4 inh = ABHD4 inhibitors, primary screen, biochemical, fluorescence polarization, mouse; (Lyso)-N-acylphosphatidylethanolamine lipase (Mus musculus), Q8VD66; AID 720543, 2013; purified mABHD4, FP-Rh probe fluorescence polarization; inhibition, % at 8.92 µM; 370,000 compounds, 0.54% hits;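 active means inhibition exceeding the mean over every tested compound plus 3 SD, cut at about 30% in these data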;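 further: 0% = plate median of compound wells and 100% = S159A mutant with DMSO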
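assay system = mABHD4 protein | compound dosing = single nominal dose of 8.92 µM, 0.89% DMSO final | read-out basis = percent inhibition of probe binding, normalized to plate controls | schedule = Enzyme–compound pre-incubation 45 min, then probe 60 min, both 25 °C | detection = fluorescence polarization, excitation 525 nm, emission 598 nm, BODIPY TMR filters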
MBD2 DNA inh = inhibitors of MBD2 binding to methylated DNA, primary screen, biochemical, TR-FRET, DNA-binding domain, human; Methyl-CpG-binding domain protein 2 (Homo sapiens), Q9UBB5; MBD2 binding to methylated oligonucleotide; inhibition, % at 4.4 µM; 370,000 compounds, 0.31% hits; in the data active means inhibition above about 13%
Target sequence (Q9UBB5 whole entry, looked up, the tested form may be a part): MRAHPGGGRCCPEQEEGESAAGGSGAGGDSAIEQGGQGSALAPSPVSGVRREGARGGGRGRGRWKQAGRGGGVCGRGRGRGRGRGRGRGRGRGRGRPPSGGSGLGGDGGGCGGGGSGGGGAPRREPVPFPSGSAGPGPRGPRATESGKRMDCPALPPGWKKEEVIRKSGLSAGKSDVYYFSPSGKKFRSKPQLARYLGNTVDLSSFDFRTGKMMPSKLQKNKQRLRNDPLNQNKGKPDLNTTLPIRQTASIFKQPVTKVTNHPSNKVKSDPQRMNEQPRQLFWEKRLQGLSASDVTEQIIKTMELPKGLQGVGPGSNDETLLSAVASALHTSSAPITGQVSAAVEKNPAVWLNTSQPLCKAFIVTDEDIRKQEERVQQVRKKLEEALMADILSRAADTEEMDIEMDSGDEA
SIAE inh = human SIAE inhibitors, primary screen, biochemical, fluorescence polarization, FP-Rh probe, 1536-well HTS | inhibition, % at 9.66 µM | Sialate O-acetylesterase (Homo sapiens), Q9HAT2 | SIAE FP-Rh probe binding | 370,000 compounds, 0.69% hits;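 active means inhibition above a cutoff: mean of compounds within the control limits plus 3 SD of those, cut at about 17% in these data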;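 further: 0% = plate median of compound wells and 100% = probe without SIAE protein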
LEDGF integ inh = blockers of LEDGF/p75-dependent integrase strand transfer – biochemical, TR-FRET, high throughput, primary screen; HIV-1 integrase (with human LEDGF/p75); TR-FRET IN-LEDGF/p75 DNA integration, Eu/Cy5; 370,000 compounds, 0.64% hits; inhibition, % at 3.7 µM;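 active means inhibition above the screen-wide mean plus 3 SD, cut at about 13% in these data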;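 further: signal is the Cy5 over europium emission ratio at 671 and 618 nm; 0% = plate median of compound wells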
NPR2 activator = human GC-B receptor activators, primary screen, HEK293 GC-B cells, cGMP TR-FRET, EC30 CNP | Atrial natriuretic peptide receptor 2 (Homo sapiens), P20594 | 0% at EC30 CNP, 100% saturating CNP | activation, % at 10 µM | 370,000 compounds, 0.11% hits | AID 1920062, 2024;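 active means activation at 10 µM reaching about 35% in either raw or pattern-adjusted values, limit read from the data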
TCR-CD3 inh = inhibitors of human TCR-CD3 interaction, primary screen, biochemical, fluorescence, TAMRA-labeled TCR probe | AID 651800, 2012 | 360,000 compounds, 0.37% hits | inhibition, % at 9.4 µM; in the data active means inhibition above about 19%;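 further: recombinant mutant TCR 2C K166C tagged with TAMRA read by polarization; 0% = receptor in buffer alone and 100% = receptor with positive control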
TDP2 absorb = human TDP2 enzyme inhibitors, primary screen, biochemical, epi absorbance, recombinant enzyme | T5PNP hydrolysis, p-nitrophenol absorbance 415 nm | Tyrosyl-DNA phosphodiesterase 2 (Homo sapiens), O95551 | inhibition, % at 12.8 µM | 370,000 compounds, 0.34% hits;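 active means inhibition above the mean of all tested compounds plus 3 SD, set per campaign, cut at about 25% in these data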;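 further: 0% = DMSO with enzyme and 100% = buffer with substrate but no TDP2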
Target sequence (O95551 whole entry, looked up): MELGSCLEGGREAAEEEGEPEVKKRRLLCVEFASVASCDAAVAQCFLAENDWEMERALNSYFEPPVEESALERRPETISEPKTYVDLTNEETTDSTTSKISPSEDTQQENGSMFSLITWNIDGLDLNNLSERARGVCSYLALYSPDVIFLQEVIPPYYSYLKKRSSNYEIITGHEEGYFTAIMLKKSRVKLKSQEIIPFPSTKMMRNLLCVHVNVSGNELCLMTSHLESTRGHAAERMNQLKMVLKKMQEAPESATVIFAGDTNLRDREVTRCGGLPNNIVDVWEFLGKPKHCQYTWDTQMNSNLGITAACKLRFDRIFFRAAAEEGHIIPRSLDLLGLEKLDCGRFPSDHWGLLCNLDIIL
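System – recombinant human TDP2 · Quantity – TDP2 enzyme at 120 nM final · Doses – single concentration, 12.8 µM nominal, with 1% DMSO · Incubation – 2 h at 37 °C · Measured by – epi absorbance of p-nitrophenol freed from T5PNP by hydrolysis · Read-out – % inhibition relative to enzyme-containing and enzyme-free wells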
HTRA1 inh = HTRA1 serine protease inhibitors, primary screen, biochemical, fluorescence polarization, HTS. Q92743. recombinant HTRA1, FP-rhodamine activity-based probe. inhibition, % at 5.96 µM. 340,000 compounds, 0.5% hits. AID 504803, 2011; in the data active means inhibition above about 36%;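 further: 0% = enzyme with DMSO and 100% = wells lacking enzyme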
* hit, by the source's call; x = not tested or not shown.

cpd	structure	PRMT1 FP inh	rCAG binder	ABHD4 inh	MBD2 DNA inh	SIAE inh	LEDGF integ inh	NPR2 activator	TCR-CD3 inh	TDP2 absorb	HTRA1 inh
1	Clc1ccc(N2N=C(c3cccs3)CC2c2ccco2)cc1 (stereo not given)	-1	0	-2	-3	2	-3	-5	3	-6	-2
2	Cc1ccccc1C(=O)c1cccn1CC(=O)NCc1ccc(Cl)cc1	1	0	-2	-6	-3	-4	-1	-2	-9	-8
3	CCCc1cc(C(=O)OC)c2ccccc2n1	0	1	4	-1	-7	1	-3	6	-2	-1
4	CC(C)(C)C1CCC2(CC1)NC(=S)N(c1ccccc1)N2 (stereo not given)	5	-2	8	0	0	0	0	1	5	-3
5	CCc1ccc(OC(=O)c2cccnc2)cc1	-3	-3	0	-2	-4	1	2	0	-10	-4
6	COc1cccc(NC(=S)N(CCc2ccc(OC)c(OC)c2)Cc2ccccn2)c1	-3	-4	2	0	2	3	-2	0	-3	0
7	Cn1cc(S(=O)(=O)N2CCN(c3cccc(C(F)(F)F)c3)CC2)c(=O)n(C)c1=O	2	0	-7	-5	-4	-2	4	-6	-6	-3
8	Cc1cnc(C)c(N2CCN(Cc3nc(-c4cccc(F)c4F)oc3C)CC2)n1	-6	-5	-3	0	3	3	0	7	0	6
9	CCCCCCCN1CCC(=O)N([C@H](CO)CC(C)C)CC1	-4	-10	-4	0	-4	-3	1	9	-3	9
10	CN1CCN(C(=O)/C=C/c2ccc([N+](=O)[O-])o2)CC1	2	2	4	-7	6	-1	1	3	12	0
11	COC(=O)c1ccn(CC(=O)NC2CCCCC2)n1	-4	1	0	1	4	4	-2	6	16	2
12	Cc1cc(C)cc(N2CC(C(=O)OCC(=O)Nc3cc(C)on3)CC2=O)c1 (stereo not given)	1	-4	0	-8	4	0	-4	-2	-11	2
13	O=C(CCC1CCCN(C(=O)c2ccsc2)C1)N1CCN(c2ccccn2)CC1 (stereo not given)	2	-9	4	1	0	0	0	-1	9	14
14	CC1(C(=O)NS(=O)(=O)C2CC2)CCN(C(=O)c2ccccc2C(F)(F)F)C1 (stereo not given)	1	-1	-3	2	-1	2	3	-2	3	x
15	Cc1ccc(CN2CCC(C)(Oc3cccc(Cl)c3)C2)cc1 (stereo not given)	-2	0	0	1	-1	1	2	0	7	x
16	O=C(/C=C/Nc1ccc(Cc2ccc(N/C=C/C(=O)C(F)(F)F)cc2)cc1)C(F)(F)F	2	8	-8	0	-5	2	-4	-8	1	-3
17	CCC(CC)n1[nH]c(=O)c2c(C)cc(C)nc21	-1	-2	0	8	8	0	3	4	10	1
18	CCOCc1c(C(=O)OCC(=O)NCc2ccc(F)cc2)oc2ccccc12	1	4	-1	-6	4	-2	5	-5	-1	-7
19	Cc1cc(N2CCOCC2)nc2ccc(NC(=O)CCC(=O)N3CCN(c4cccc(C(F)(F)F)c4)CC3)cc12	3	1	6	2	9	-4	4	-8	-1	4
20	CC1CC(C)CN(CCCNC(=O)Cn2cccc2C(=O)c2ccccc2)C1 (stereo not given)	-1	-3	9	3	2	-2	-5	4	-8	2
21	CCCCn1c(N)c(-c2nc3ccccc3o2)c2c([N+](=O)[O-])nn(CC)c(=O)c21	-5	2	3	0	-3	-1	-4	1	0	6
22	CC1=C(C(=O)Nc2cc(C(=O)N3CCN(c4cccc(C)c4)C(C)C3)ccc2C)SCCO1 (stereo not given)	-4	-4	4	0	3	-1	3	-2	14	0
23	CN(C)C(CNC(=O)C1CCN(S(=O)(=O)c2cc(Cl)ccc2Cl)CC1)Cc1ccccc1 (stereo not given)	6	-1	3	-1	-3	-6	-7	-7	8	-5
24	CCN(CC)S(=O)(=O)c1ccc2c(c1)nc(CCC(=O)OCc1c(C)noc1C)n2C	-3	-5	-1	-1	4	-2	-1	2	-7	5
25	Cc1nn(C)cc1/C=N\NC(=O)c1csc2c1CCCC2	-4	0	0	-4	4	0	-2	10	11	2

6 entries out of the list, sorted by heavy-atom count, largest number first.
cpd	structure	PRMT1 FP inh	rCAG binder	ABHD4 inh	MBD2 DNA inh	SIAE inh	LEDGF integ inh	NPR2 activator	TCR-CD3 inh	TDP2 absorb	HTRA1 inh
19	Cc1cc(N2CCOCC2)nc2ccc(NC(=O)CCC(=O)N3CCN(c4cccc(C(F)(F)F)c4)CC3)cc12	3	1	6	2	9	-4	4	-8	-1	4
18	CCOCc1c(C(=O)OCC(=O)NCc2ccc(F)cc2)oc2ccccc12	1	4	-1	-6	4	-2	5	-5	-1	-7
2	Cc1ccccc1C(=O)c1cccn1CC(=O)NCc1ccc(Cl)cc1	1	0	-2	-6	-3	-4	-1	-2	-9	-8
15	Cc1ccc(CN2CCC(C)(Oc3cccc(Cl)c3)C2)cc1 (stereo not given)	-2	0	0	1	-1	1	2	0	7	x
11	COC(=O)c1ccn(CC(=O)NC2CCCCC2)n1	-4	1	0	1	4	4	-2	6	16	2
3	CCCc1cc(C(=O)OC)c2ccccc2n1	0	1	4	-1	-7	1	-3	6	-2	-1

Next section
cpd	structure	PRMT1 FP inh	rCAG binder	ABHD4 inh	MBD2 DNA inh	SIAE inh	LEDGF integ inh	NPR2 activator	TCR-CD3 inh	TDP2 absorb	HTRA1 inh
26	O=C1CCCN1C(=O)COc1cc(F)ccc1[N+](=O)[O-]	-3	1	-4	2	-2	5	2	-1	-15	1
27	CC(C)NC(=O)c1ccc2c(c1)N(CC(=O)NC1CCCCC1)C(=O)C(C)(C)O2	0	0	-1	0	4	2	6	2	2	-7
28	C=CCN1C(=O)[C@@H](CC(=O)NCc2ccc(OC)c(OC)c2)[C@]2(C(=O)OCC)CCCCC/C=C/12	-2	1	-2	-2	1	-5	-3	x	-5	x
29	Cc1ccccc1CC1(C)C(=O)Nc2ccc(S(=O)(=O)NC3CCCCC3)cc21 (stereo not given)	3	1	-11	-2	3	-2	0	2	-2	x
30	CCCC#Cc1ccc2c(c1)COc1c3ccccc3nn1-2	3	2	5	-3	-4	-1	-6	0	4	-11
31	Cc1ccc(/C(N)=N/OC(=O)N2c3ccccc3Sc3ccccc32)cc1	1	1	19	-3	5	-3	-4	0	-8	-20
32	CCOC(=O)C1(Cc2ccccc2)CCCN(Cc2cccc(C(C)=O)c2)C1 (stereo not given)	-3	-8	1	-7	3	5	-2	5	0	-14
33	CCOC(=O)[C@@]12CCCC3=C1N(CCC3)C(=O)[C@H]2CC(=O)NCc1cccc(C(F)(F)F)c1	5	-2	-2	-6	3	0	1	x	5	x
34	CC12CCC(C(=O)Nc3cccnc3)(CC1=O)C2(C)C (stereo not given)	0	-4	3	3	-4	2	0	1	3	2
35	CC(CC(=O)Nc1ccc2c(c1)c(=O)n(C)n2Cc1ccc(F)cc1)C(F)(F)F (stereo not given)	1	-1	2	1	7	-2	5	0	-3	x
36	Cc1cc(C)cc(NC(=O)CCn2ccnc2C)c1	-3	1	7	3	-1	0	-1	5	-2	2
37	Cn1c(N)c(C(=O)COC(=O)c2ccc3c(c2)OCCO3)c(=O)n(C)c1=O	4	3	3	7	1	-2	2	2	4	-2
38	COc1ccc(C(=O)NC2CCN(C(=O)NC3CCCCC3)CC2)cc1	1	4	4	2	0	-2	2	3	-9	0
39	O=C(c1cnc(N2CCN(c3ncccn3)CC2)c2ccccc12)N1CCN(c2ncccn2)CC1	-1	-1	-5	-2	-2	-1	10	2	8	-2
40	COc1ccc(/C=C/C(=O)NC(=S)NNC(=O)c2ccco2)cc1OC	-3	8	6	2	0	-5	0	13	-2	6
41	COc1ccc(C(=O)NCC(=O)N2CCCC(C)C2)cc1OC (stereo not given)	0	-4	-3	0	-1	3	-3	4	4	3
42	COc1ccc(NC(=O)COc2ccc(-c3ccccc3)cc2)cc1	-2	2	-3	2	1	3	3	-2	-5	-4
43	COc1ccc(-n2nnc3c(=O)n(C/C=C/c4ccccc4)cnc32)cc1	-2	1	4	-6	21*	2	-7	-7	7	1
44	COC(=O)c1ccc(NC(=O)c2ccc3c(c2)C(=O)N(C)C3=O)cc1	1	0	-4	2	-2	4	-2	7	2	7
45	CC(C)C[C@@H]1COc2cc(Br)ccc2S(=O)(=O)N1Cc1cn(Cc2ccc(C(F)(F)F)cc2)nn1	-2	0	5	-7	3	7	3	x	-4	x
46	Cn1nccc1C(=O)N1CCc2ccccc21	-4	5	-13	-6	-6	5	6	5	-12	11
47	O=C1C2CC3N1CCC31c3ccccc3-n3c1c2ccc3=O (stereo not given)	-3	0	3	2	0	4	2	-1	0	-2
48	CC(O)c1c(-c2ccccc2)nn(C)c1Cl (stereo not given)	-2	-2	-3	-1	-5	-6	3	2	3	3
49	CCC(C(=O)NC1CCCC1)N(C(=O)Cn1nnc(-c2ccc(C)o2)n1)C(C)(C)C (stereo not given)	3	0	5	1	1	-1	-1	-4	-3	-7
50	COc1ccc(-c2cc(C(=O)NNC(=S)NC(=O)c3c(-c4ccccc4)noc3C)[nH]n2)cc1	2	70*	10	1	3	-11	-7	-1	-1	2
51	COc1ccc(C(O)c2nc(/C=C/c3ccc(C(F)(F)F)cc3)cs2)cc1 (stereo not given)	2	3	-23	3	-4	0	4	0	-5	x
52	Cc1onc(-c2c(Cl)cccc2Cl)c1C(=O)NCc1ccco1	2	3	-3	-1	-4	-1	-1	1	12	-3

An excerpt; rates above refer to the full screens.
